# Screens deposited in PubChem BioAssay by several laboratories.
# Vc quorum ag: inducers of Vibrio cholerae quorum light production without autoinducers; V. cholerae BH1578 lux reporter, luminescence, 6 h; activation, % at 18.7 µM; 350,000 compounds, 0.16% hits; AID 588436; in the data active = activation mostly above about 9.7%, no sharp cut-off; inconclusive = no clear call, values can overlap the other calls; inactive = mostly below about 3.7%; also: not every result past the cut was called active; inactives centre near 0; reference of the scale not given here
# TcdB inh: blocks C. difficile toxin B glycohydrolase activity. P18177. TcdB glycohydrolase enzymatic assay, plate reader. inhibition, % at 9.99 µM. 350,000 compounds, 0.24% hits. AID 652162; in the data active = inhibition above about 10%
# Target sequence (P18177 whole entry, looked up): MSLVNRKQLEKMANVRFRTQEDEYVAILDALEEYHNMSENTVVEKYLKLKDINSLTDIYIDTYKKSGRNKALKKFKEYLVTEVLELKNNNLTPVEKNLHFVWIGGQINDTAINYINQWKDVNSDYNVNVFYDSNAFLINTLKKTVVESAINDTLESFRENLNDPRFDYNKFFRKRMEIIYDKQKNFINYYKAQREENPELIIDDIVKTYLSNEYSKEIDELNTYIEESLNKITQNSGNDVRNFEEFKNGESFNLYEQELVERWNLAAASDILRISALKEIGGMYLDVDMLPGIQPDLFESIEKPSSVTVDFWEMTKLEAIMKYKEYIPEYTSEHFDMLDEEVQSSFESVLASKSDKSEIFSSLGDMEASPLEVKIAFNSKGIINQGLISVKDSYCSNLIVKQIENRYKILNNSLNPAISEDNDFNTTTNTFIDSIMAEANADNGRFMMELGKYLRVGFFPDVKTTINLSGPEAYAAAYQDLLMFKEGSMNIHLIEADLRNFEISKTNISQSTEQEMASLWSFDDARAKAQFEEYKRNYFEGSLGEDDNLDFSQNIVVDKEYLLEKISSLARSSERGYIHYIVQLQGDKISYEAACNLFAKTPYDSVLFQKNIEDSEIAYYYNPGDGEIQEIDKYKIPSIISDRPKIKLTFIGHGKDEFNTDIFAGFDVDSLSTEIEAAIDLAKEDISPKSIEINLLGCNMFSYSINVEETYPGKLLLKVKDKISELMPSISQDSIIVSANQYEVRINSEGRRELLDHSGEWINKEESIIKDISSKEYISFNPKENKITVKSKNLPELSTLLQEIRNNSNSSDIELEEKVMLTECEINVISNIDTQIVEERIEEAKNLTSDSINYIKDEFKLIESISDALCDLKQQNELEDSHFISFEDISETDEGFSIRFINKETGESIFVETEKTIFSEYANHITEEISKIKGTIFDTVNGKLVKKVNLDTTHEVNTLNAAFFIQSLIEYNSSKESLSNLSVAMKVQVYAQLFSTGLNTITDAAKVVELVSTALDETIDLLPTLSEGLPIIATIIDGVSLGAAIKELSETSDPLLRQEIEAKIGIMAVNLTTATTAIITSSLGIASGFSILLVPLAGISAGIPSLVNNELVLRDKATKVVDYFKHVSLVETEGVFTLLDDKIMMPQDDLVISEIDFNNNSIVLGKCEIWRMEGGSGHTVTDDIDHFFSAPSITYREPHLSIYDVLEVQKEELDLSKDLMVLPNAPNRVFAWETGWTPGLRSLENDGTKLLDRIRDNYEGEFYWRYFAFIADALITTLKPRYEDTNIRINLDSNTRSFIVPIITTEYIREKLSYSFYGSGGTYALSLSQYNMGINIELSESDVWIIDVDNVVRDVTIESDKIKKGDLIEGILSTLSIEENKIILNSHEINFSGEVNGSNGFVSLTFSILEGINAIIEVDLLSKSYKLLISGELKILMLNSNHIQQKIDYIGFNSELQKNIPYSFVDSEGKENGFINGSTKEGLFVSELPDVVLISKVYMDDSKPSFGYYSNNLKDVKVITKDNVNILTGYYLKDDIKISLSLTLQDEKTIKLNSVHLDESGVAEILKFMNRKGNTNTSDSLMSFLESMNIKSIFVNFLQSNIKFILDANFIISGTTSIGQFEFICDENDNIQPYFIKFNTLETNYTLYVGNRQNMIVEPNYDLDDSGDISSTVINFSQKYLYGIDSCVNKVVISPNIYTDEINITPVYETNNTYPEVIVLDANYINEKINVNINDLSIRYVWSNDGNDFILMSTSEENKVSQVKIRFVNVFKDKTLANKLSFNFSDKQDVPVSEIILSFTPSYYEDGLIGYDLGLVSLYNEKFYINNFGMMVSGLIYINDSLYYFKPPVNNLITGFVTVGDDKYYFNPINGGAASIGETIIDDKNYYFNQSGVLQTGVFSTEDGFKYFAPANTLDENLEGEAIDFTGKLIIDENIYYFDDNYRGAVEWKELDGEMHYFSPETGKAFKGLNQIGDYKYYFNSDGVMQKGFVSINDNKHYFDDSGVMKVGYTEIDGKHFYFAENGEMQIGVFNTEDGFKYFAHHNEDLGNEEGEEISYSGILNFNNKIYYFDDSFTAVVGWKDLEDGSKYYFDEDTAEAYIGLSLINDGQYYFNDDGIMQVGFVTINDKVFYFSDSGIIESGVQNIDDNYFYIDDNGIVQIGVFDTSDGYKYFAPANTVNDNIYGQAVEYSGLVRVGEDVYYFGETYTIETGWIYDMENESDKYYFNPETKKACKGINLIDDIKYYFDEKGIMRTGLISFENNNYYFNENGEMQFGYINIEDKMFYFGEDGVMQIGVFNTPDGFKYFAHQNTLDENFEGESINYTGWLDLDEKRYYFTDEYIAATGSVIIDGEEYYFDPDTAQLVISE
# Y pestis TopoI: Y. pestis Topo-I inhibition via cleavage products; Y. pestis Topo-I cleavage product accumulation, plate reader; activity, % at 10 µM; 360,000 compounds, 0.064% hits; in the data active = activity above about 50%, passing the limit was not always enough; inconclusive = no clear call, values can overlap the other calls; also: inactives centre near 2
# PfHsp40 yeast: rescue of PfHsp40-mediated yeast toxicity. growth rescue, % at 12.5 µM. 340,000 compounds, 0.68% hits. S. cerevisiae expressing PfHsp40, growth rescue, ATP luminescence; in the data active = growth rescue above about 28%, passing the limit was not always enough; inconclusive = no clear call, values can overlap the other calls;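 also: yeast W303a lacking pdr1 and pdr3 grown in galactose medium; growth measured after three days at 30 °C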
# PriA SSB inh: blocks PriA binding to SSB C-terminal tail | AlphaScreen SSBct-PriA binding, biotinylated peptide | inhibition, % at 33 µM | 430,000 compounds, 0.6% hits; in the data active = inhibition mostly above about 37%, no sharp cut-off; inactive = mostly below about 20%;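 also: plate controls were negative control peptide for no effect and reference peptide for full effect; strong numbers were not always called active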
# 3CLpro inhibitor: SARS-CoV 3CLpro protease inhibition; AID 1706; 290,000 compounds, 0.14% hits; P0C6X7; inhibition, % at 6 µM; recombinant SARS-CoV 3CLpro, quenched FRET peptide cleavage; in the data active = inhibition above about 12%
# Anthrax LF inh2: inhibitors of Bacillus anthracis lethal factor protease | multiplex microsphere protease cleavage assay, LF | P15917 | 360,000 compounds, 0.12% hits | AID 588501 | inhibition, % at 10 µM; also: plate controls were buffer without enzyme for full effect and enzyme alone for no effect
# PrPC TRFRET: cell surface PrPC inhibition, primary TR-FRET screen; AID 720596; P04156; TR-FRET read-out; 370,000 compounds, 0.43% hits; inhibition, % at 13.8 µM; in the data active = inhibition above about 24%; also: 0% = median of the test wells and 100% = reference compound wells
# BoNT-A LC inh2: blocks Botulinum neurotoxin A light chain protease; multiplex microsphere protease substrate cleavage, flow cytometry; inhibition, % at 10 µM; 360,000 compounds, 0.17% hits; also: plate controls were buffer without enzyme for full effect and enzyme alone for no effect
# Active calls of the source: *; i = inactive; ? = inconclusive; / = not tested or not shown; & = joins results of further samples. Rule as the data show it, unless noted: active = inhibition above about 30%; inconclusive = no clear call, values can overlap the other calls; inactive = below that.
SMILES,Vc quorum ag,TcdB inh,Y pestis TopoI,PfHsp40 yeast,PriA SSB inh,3CLpro inhibitor,Anthrax LF inh2,PrPC TRFRET,BoNT-A LC inh2
CSC1=NCCN1CCOc1ccccc1,-0.7,0.6,-14,1.2,-21,5,-3,3,-0.6
CCCCn1c(N)c(N(CC(C)C)C(=O)c2cccc(OCc3ccccc3)c2)c(=O)[nH]c1=O,i,4.8,-3,-0.1,2,/,-6,-7,0.5
Cn1c(=O)c2c(nc(OC3CCCCCC3)n2C)n(C)c1=O,-0.9,0.0,4,-1.0,6,/,-7,5,0.4
O=C(CCc1nnc(CCCc2ccccc2)o1)N1CCCCCC1,-0.3,3.5,11,2.9,-3,-2,-1,2,-0.2
O=C(c1ccc(-c2ccccc2)c(F)c1)C1CCCN(C(=O)c2cncs2)C1 (stereo unspecified),i,0.7,31,412*,-7,7,0,15,0.0
COCCNC(=O)CN(C)S(=O)(=O)c1ccc2c(c1)OCCO2,i,/,-7,-1.4,-8,-5,-4,-3,1.2
CCCc1cc(=O)[nH]c(SCC)n1,1.7,/,-4,-0.4,-3,-3,-4,3,0.8
Cc1ccc(S(=O)(=O)N(C)CC(=O)N/N=C/c2ccc(C)o2)cc1,-0.4,-0.2,-7,-1.7,i,4,5,8,-0.9
CC(NC(=O)c1ccncc1)C(c1cccs1)N1CCOCC1 (stereo unspecified),-6.2,1.1,-1,0.4,-8,3,-3,-2,-0.6
COc1cccc(CNC(=S)Nc2cc(C)ccc2C)c1,i,6.3,10,-0.1,-12,8,6,1,-1.4
CC(=O)N1N=C(c2ccco2)CC1c1cc2cc(C)ccc2nc1Cl (stereo unspecified),-0.4,0.1,-2,/,-13,1,/,3,/
CC(=O)Nc1ccc(-c2csc(Nc3cc(C)ccn3)n2)cc1,-3.3,-2.2,-3,-0.2,2,-5,-6,3,-0.5
CCOC(=O)c1sc2nc(CC(=O)OC)nc(NCCN3CCOCC3)c2c1C,-0.1,/,8,0.8,-1,3,0,2,0.1
COC(=O)[C@@]12CCCCN1[C@H](c1ccc(-c3ccccc3)c(OC)c1)[C@H]1C(=O)N(C)C(=O)[C@H]12,i,12*,5,11,-10,/,-4,-1,0.6
COCCN(C(=O)c1cc2c(s1)CCCCC2)c1c(N)n(Cc2ccccc2)c(=O)[nH]c1=O,-5.6,2.0,17,-1.9,-10,/,-3,2,-0.8

# Single records, from the list above. Values in the order: Vc quorum ag	TcdB inh	Y pestis TopoI	PfHsp40 yeast	PriA SSB inh	3CLpro inhibitor	Anthrax LF inh2	PrPC TRFRET	BoNT-A LC inh2
# CC(=O)Nc1ccc(-c2csc(Nc3cc(C)ccn3)n2)cc1 across the screens: -3.3	-2.2	-3	-0.2	2	-5	-6	3	-0.5
# O=C(CCc1nnc(CCCc2ccccc2)o1)N1CCCCCC1 across the screens: -0.3	3.5	11	2.9	-3	-2	-1	2	-0.2
# COCCN(C(=O)c1cc2c(s1)CCCCC2)c1c(N)n(Cc2ccccc2)c(=O)[nH]c1=O across the screens: -5.6	2.0	17	-1.9	-10	/	-3	2	-0.8

# Back to the main list, starting 2 compounds before the break.
SMILES,Vc quorum ag,TcdB inh,Y pestis TopoI,PfHsp40 yeast,PriA SSB inh,3CLpro inhibitor,Anthrax LF inh2,PrPC TRFRET,BoNT-A LC inh2
COC(=O)[C@@]12CCCCN1[C@H](c1ccc(-c3ccccc3)c(OC)c1)[C@H]1C(=O)N(C)C(=O)[C@H]12,i,12*,5,11,-10,/,-4,-1,0.6
COCCN(C(=O)c1cc2c(s1)CCCCC2)c1c(N)n(Cc2ccccc2)c(=O)[nH]c1=O,-5.6,2.0,17,-1.9,-10,/,-3,2,-0.8
Nc1c(C(=O)OCC(=O)NCc2ccccc2)[nH]c(=O)[nH]c1=O,i,0.6,7,0.3,-16,6,0,4,-0.4
S=c1[nH]c2ccc(Cl)cc2[nH]1,-1.3,/,1,-0.9,-5,2,-2,0,0.3
Cc1nnc(SCC(=O)N2CCCCCC2)n(N)c1=O,i,0.4,6,1.4,11,1,-2,-1,0.4
Cn1ncc2cc(NC(=S)NC(=O)c3ccccc3)ccc21,-1.4,/,1,-0.1,14,2,-2,9,-2.2
Cc1ccc(C(=O)NCC(=O)NCC(c2cccs2)N(C)C)cc1C (stereo unspecified),-1.4,1.3,0,-1.4,3,/,4,0,-0.4
O=C(CNC(=O)c1ccc(Br)o1)NC1CCCCCC1,-5.0,-4.6,3,0.5,5,/,0,4,1.7
COc1ccc(C(CNC(=O)COc2ccc(-c3ccccc3)cc2)N2CCOCC2)cc1 (stereo unspecified),i,1.5,16,1.2,1,-4,-8,-5,-0.6
CCC(C)C(CO)NC(=O)/C=C/[C@H]1O[C@@H](n2cnc3c(NC(=O)c4ccccc4)ncnc32)[C@H](O)[C@@H]1O (stereo partly specified),/,0.5,/,/,/,/,-3,-5,-0.3
CCCCn1c(N)c(N(C)C(=O)c2cc3c(F)cccc3s2)c(=O)[nH]c1=O,-0.3,0.8,3,0.0,0,/,-7,-4,-0.8
COCCNc1oc(-c2ccccc2Cl)nc1C#N,-0.2,2.0,3,0.9,-13,4,-5,-2,0.0
CCOC(=O)CNC(=O)Cn1cnc2c(nnn2-c2cccc(OC)c2)c1=O,i,2.0,-2,-3.2,-1,-1,-12,8,-0.6
N[C@@H]1C[C@H]1c1ccccc1,i,1.5,5,44*,-14,/,4,3,-0.6
COc1ccc(CCNC(=O)CN(C)S(=O)(=O)c2ccc(OC)cc2)cc1,-1.6,0.4,16,-1.9,-6,-2,-18,-2,-0.8
COc1ccc(NC(=O)c2ccco2)cc1NC(=O)c1ccc(Br)o1,-0.4,/,1,-0.3,-1,1,-1,-5,-0.2
CC1Cc2ccccc2N1C(=O)COC(=O)c1ccc(Cl)c(S(=O)(=O)N2CCOCC2)c1 (stereo unspecified),i,2.8,8,0.8,-1,/,0,3,0.0
CSc1ccc(CN2C(=O)C(C)Oc3c(C(C)=O)cccc32)cc1 (stereo unspecified),i,1.2,13,/,/,/,3,6,-0.6
CCOc1ccc(NC(=O)C/C(C)=N/NC(=O)Cc2ccc(Cl)cc2)cc1,-3.6,0.2,12,-0.4,/,-3,-5,-1,0.1
CCN(CC)S(=O)(=O)c1ccc(-c2nnc(SCC(=O)Nc3nc(C)cs3)o2)cc1,i,/,16,-0.6,-4,3,-8,-3,1.3
NC(=O)[C@H]1CC2(CC(c3cccc(NC(=O)CC(c4ccccc4)c4ccccc4)c3)=NO2)CN1C(=O)CC(c1ccccc1)c1ccccc1 (stereo partly specified),1.3,0.9,-6,-1.1,14,/,6,-3,0.4
CN(C)CCOC(=O)C1(c2ccccc2)CCCC1,2.8,/,-3,1.2,5,1,-1,0,0.4
C1C2CC3C1C3C2=NN=C1C2CC3C(C2)C13,-0.3,-0.4,0,/,/,/,-9,7,0.0
Cc1cc(=O)oc2cc(OCC(O)Cn3ccnc3)ccc12 (stereo unspecified),-0.4,0.0,-7,-1.4,-4,-9,2,8,-3.5
COc1ccc(C(CNC(=O)c2cccc(N(C)C)c2)N2CCCC2)cc1 (stereo unspecified),-0.1,/,8,0.6,30,3,-11,-1,-2.3
CCOc1ccc(CCNC(=O)C2CC(=O)N(CCc3ccc(OC)c(OC)c3)C2)cc1OCC (stereo unspecified),i,0.3,6,0.0,-6,/,3,-1,2.9
Cc1ccc(N(CC(=O)N/N=C/c2cccc(Br)c2)S(C)(=O)=O)cc1,i,1.2,30,-0.1,i,-2,-1,3,-0.2
Cc1ccc(NCC(=O)c2ccc(C)cc2)cc1,i,1.6,30,6.7,28,0,12,11,0.4
CCc1c(C#N)c(SCCC(=O)Nc2ccc(C)cc2)nc2c1C(=O)CC(C)(C)C2,i,/,16,0.4,1&-7,0,6,4,-0.9
Cn1c(=O)c2c(O)c([N+](=O)[O-])c(=O)n(C)c2n(C)c1=O,i,0.2,2,-0.1,3,-5,7,7,0.7
O=C1Nc2ccc([N+](=O)[O-])cc2C1(O)N1CCCCCC1 (stereo unspecified),-0.2,0.5,6,-1.0,3,4,-2,-18,-1.5
NC(=O)c1ccc[n+](CC(=O)NCc2ccc(Cl)cc2)c1,-8.3,0.3,-6,1.2,-17,1,-12,1,-0.3
Cn1c(-c2ccccc2)cnc1NCc1ccc(F)cc1,0.8,-3.6,-8,?,-5,-5,-1,3,-6.6
CCSc1ncc(Cl)c(C(=O)Nc2ccc(S(=O)(=O)Nc3ncccn3)cc2)n1,0.4,0.1,-8,-1.2,-11,2,0,3,-0.5
CCCc1cc(C(=O)Cc2ccccn2)c(O)cc1O,i,-0.1,0,-1.3,-15,-7,-2,7,0.0
N#C/C(=C(/O)c1ccc(C(=O)c2ccccc2)cc1)c1nc2ccccc2[nH]1,i,0.3,5,0.5,2,-2,4,0,-0.6
CC(=O)NCC(=O)Nc1ccc(Br)cc1C(=O)c1ccccc1,-0.5,1.7,13,-0.9,-3,6,-4,-5,-1.8
Cc1ccc(CS(=O)(=O)CCC(=O)NCCC2=CCCCC2)cc1,1.4,0.0,10,-0.2,-6,3,2,-5,-0.3
COc1ccccc1C(=O)NCCC(=O)NC(C)c1ccc(-n2ccnc2)cc1 (stereo unspecified),-2.6,-1.9,-7,-1.2,-6,/,-1,1,-1.7
CC[n+]1c(/C=C/C=C/N(C(C)=O)c2ccccc2)sc2ccccc21,12,/,-24,-0.4,2,5,?,2,?
CCC(C)(c1ccc(C=O)s1)c1ccc(C=O)s1,5.0,/,16,0.7,-8,1,-3,7,0.7
Cc1ccc(C(=O)N/C(=C\c2ccc(Cl)cc2)C(=O)NCCN2CCOCC2)cc1,-0.6,-1.6,3,-0.7,-12,2,-1,-8,-1.8
CCc1n[nH]c(=S)n1/N=C/c1cccc2ccccc12,-0.8,-2.6,14,5.2,/,-4,2,2,1.4
O=C(N/N=C\c1ccc(CNS(=O)(=O)c2ccc(Cl)cc2)o1)C(=O)Nc1ccc(Oc2ccccc2)cc1,-0.2,/,0,0.0,/,0,-3,0,-0.6
COc1ccc(S(=O)CC(=O)Nc2ccccc2Cl)cc1 (stereo unspecified),-1.0,0.2,5,0.7,-9,3,0,-1,-1.3
CCC1=C(OC(=O)N(CC)CC)N2C(=O)OC(=NCC3CC3)[C@]2(C)[C@H]2C1=CC[C@H]1C(=O)N(CC)C(=O)[C@H]12,i,-1.0,13,0.0,-2,/,-2,5,-0.1
COc1cc(Cl)ccc1OC1(C)CCN(Cc2ccccc2OC(F)F)C1 (stereo unspecified),0.2,-11,7,/,/,/,-1,8,-0.5
Clc1ccc(C2=CSC3=Nc4cccc5cccc(c45)N23)cc1,-5.3,/,-5,0.3,18,-3,12,2,9.3
O=C1N[C@@H](Cc2ccccc2)C(=O)N1CCN1CCOCC1,-0.7,/,5,-0.2,-9,-2,-2,1,?
CC(=O)Nc1ccc(S(=O)(=O)Nc2c(C)n(C)n(-c3ccccc3)c2=O)cc1,i,/,4,-0.5,0,-1,-1,3,-0.4
CN1C=CC(=C[N+](=O)[O-])N(C)C1=O,/,-4.9,/,/,/,/,-1,-22,0.3
C=CCn1c(SCC(=O)c2cc(C)n(Cc3cccs3)c2C)nnc1-c1ccncc1,/,/,30,-0.1,9,-1,2,0,0.8
CCC12CC3CC(C1)CC(C(=O)NNC(N)=O)(C3)C2,-7.1,1.5,-2,-2.4,-13,-1,-7,10,-0.2
COc1ccccc1C(C(=O)NCc1ccc(F)cc1)N(C(=O)c1csnn1)C1CC1 (stereo unspecified),-0.4,0.1,4,-1.2,-10,1,-1,-8,-0.5
O=C(Nc1cccc(-c2ccccc2)c1)N1CCN(C(=O)Nc2cccc(-c3ccccc3)c2)CC1,-0.4,0.4,13,-0.3,0,4,-5,1,-0.2
CCOc1ccc(S(=O)(=O)Nc2ccccc2SC)c2cccnc12,i,/,6,-1.2,-10,2,-5,-2,-0.8
COc1ccccc1NC(=O)c1ccc(NC2=NC3CS(=O)(=O)CC3S2)cc1 (stereo unspecified),i,0.5,15,1.5,-8,-3,-2,-5,-0.2
COc1cc2c(cc1OC(C)=O)CCCCC2=O,i,1.2,12,0.1,-25,/,3,-1,0.7

# The list is partial; count on the stated rates, not on these rows.
